Screening data: PubChem, National Center for Advancing Translational Sciences (NCATS)
FBPA Giardia inh: inhibitors of Giardia lamblia fructose-1,6-bisphosphate aldolase; A8B2U2; purified Giardia FBPA; Potency, µM (series often up to 59.6 µM), without a hit: top-dose activity, negative = inhibition, actives largely listed as inhibitors; actives 0.71% (n = 290,000); active means well fitted inhibition curve with a large enough effect; inconclusive means small, poorly fitted or top-dose-only effect, or effect the other way; further: nearly all actives have a fitted effect of over 55% in size
Target sequence (A8B2U2 whole entry, looked up): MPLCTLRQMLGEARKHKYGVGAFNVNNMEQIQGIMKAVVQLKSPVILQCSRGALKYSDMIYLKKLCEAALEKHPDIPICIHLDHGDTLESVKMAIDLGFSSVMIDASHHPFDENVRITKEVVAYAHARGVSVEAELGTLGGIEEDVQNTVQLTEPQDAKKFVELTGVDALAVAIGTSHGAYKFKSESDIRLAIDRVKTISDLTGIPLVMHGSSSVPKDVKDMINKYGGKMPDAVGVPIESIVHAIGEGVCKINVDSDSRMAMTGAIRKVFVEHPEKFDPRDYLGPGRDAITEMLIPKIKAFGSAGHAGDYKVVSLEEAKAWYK
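Giardia FBPA (40 nM reagent) was preincubated 10 min at RT with compound (up to 57.5 uM final), then substrate plus GAPDH/TPI/NAD/arsenate coupling system with diaphorase/resazurin was added; resorufin fluorescence (525/598 nm) was read after 20 min.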
Starred values were filed as active, the others as inactive; ? = inconclusive; & = joins results of further samples; [ ] = another dose, or the depositor's remark. On the % scale 0 is the no-effect control and ±100 the full control effect; potency means the concentration at half of the fitted maximal effect.

molecule | FBPA Giardia inh
Nc1ncnc2c1nc(Sc1ccc(Cl)cc1)n2[C@@H]1O[C@@H]2COP(O)(=S)O[C@H]2[C@H]1O (stereo partly drawn) | 10%
CC(C)(C)OC(=O)NCCCCC1=CC2=CC(=O)C(C)(OC(=O)c3cnc4ccccc4n3)C(=O)C2=CO1 (stereo not drawn) | -5%
COC(=O)[C@@]1(Cc2ccc(OC)cc2)[C@H]2c3cc(C(=O)N4CCCC4)n(Cc4cc(F)c(F)c(F)c4)c3C[C@H]2CN1C(=O)c1ccccc1 | -8%
COc1c2c(cc3c1C(CC(O)C(C)C)N(C)CC3)OCO2 (stereo not drawn) | 3%
CC(C)C[C@H](NC(=O)[C@H](CO)NC(=O)CNC(=O)[C@H](CCCCN)NC(=O)[C@H](CCCN=C(N)N)NC(=O)[C@H](C)NC(=O)[C@H](Cc1ccccc1)NC(=O)[C@@H](N)CCCN=C(N)N)C(=O)N[C@@H](CCCN=C(N)N)C(=O)N[C@@H](CCC(N)=O)C(=O)N[C@@H](CCCCN)C(=O)N[C@@H](CC(N)=O)C(=O)N[C@H](C(=O)O)C(C)C | 2%
CC(C)CN1CCCC2(CCN(C(=O)c3csnn3)CC2)C1 | -2%
CCN1C(C)=C(C(=O)OC)C(c2ccccc2)N2C(=O)[C@@]3(C(=O)OC)O[C@@]12C1C(=O)N(c2ccccc2)C(=O)C13 (stereo partly drawn) | 1%[12.9 µM]
COC(=O)C1=CO[C@@H](C)[C@@H]2CN3CCc4c([nH]c5cc(OC)ccc45)[C@@H]3C[C@H]12 | ?
COc1cccc(-c2cc(NCc3ccccc3)ncn2)c1 | -1%
CCC1(c2ccccc2)C(=O)NC(=O)N(C)C1=O (stereo not drawn) | 0%
COc1ncc2nc(-c3ccccc3)c(=O)n(C)c2n1 | 7%
COc1ccc(C(=O)N2CCC3(CCCN(C(=O)Nc4cccc(C#N)c4)C3)CC2)cc1 | -4%
O=S(=O)(CCc1ccccc1)c1nc2ccccc2s1 | 2%
CN(C)c1ncnc2ccc(-c3ccc4c(c3)OCO4)cc12 | -1%
CC[C@H](C)[C@H](N)C(=O)N[C@H](C(=O)N[C@@H](CO)C(=O)N[C@@H](C)C(=O)N[C@H](C(=O)N[C@H](C(=O)NCC(=O)N[C@H](C(=O)N[C@@H](CC(C)C)C(=O)O)[C@@H](C)CC)C(C)C)C(C)C)[C@@H](C)CC | 1%

Following part.
molecule | FBPA Giardia inh
CCCn1c(-c2ccc(F)cc2)nc2c(NCCN(C(C)C)C(C)C)nc(C)nc21 | 4%
CC[C@H](C)[C@H](NC(=O)[C@H](Cc1ccc(O)cc1)NC(=O)[C@@H](NC(=O)[C@H](CCCN=C(N)N)NC(=O)[C@@H](N)CC(=O)O)C(C)C)C(=O)N[C@@H](Cc1cnc[nH]1)C(=O)N1CCC[C@H]1C(=O)N[C@@H](Cc1ccccc1)C(=O)N[C@@H](Cc1cnc[nH]1)C(=O)N[C@@H](CC(C)C)C(=O)O | -8%
Cc1ncc2c(c1O)COP(=O)(O)OC2 | 5%
CO[C@H]1COC(=O)[C@H]2CCCN2C(=O)C/C=C\[C@@H](C)[C@H](OC)COC(=O)[C@@H](OCc2ccccc2)/C=C\[C@@H]1C | 1%[12.9 µM]
C=CC(C)(O)CC1[C@@]2(C)CCCC(C)(C)C2CC[C@]1(C)O (stereo partly drawn) | -9%
CN(C)c1nc(-c2ccoc2)nc2ccccc12 | -25%
C[C@@H](c1ccccc1)N1C(=O)[C@H]2[C@@H]3[C@H](O)C=CC(=O)[C@H]3CC[C@H]2C1=O | -2%[12.9 µM]
C=C(C)C(=O)/C=C/CCC/C=C/C(=O)OCC | -1%
C[C@@H](Cc1cccc(C(F)(F)F)c1)NCCCc1ccccc1 | -2%
C=CC(=O)N1C(=O)c2ccccc2S1(=O)=O | -1%
CCCN1CCc2cccc3c2C1Cc1ccc(O)c(O)c1-3 (stereo not drawn) | 13µM*
Brc1c(Br)c(Br)c2[nH]cnc2c1Br | -14%
C[C@@H]1C=CCC(=O)OC[C@H](C)C(=O)OC[C@H]2O[C@H]1C=C[C@@H]2O | 2%[12.9 µM]
O=C1N=C(O)CN1/N=C\c1ccc(-c2ccc([N+](=O)[O-])cc2)o1 | -13%
O=c1c(-c2ccccc2)nc2cncnc2n1C1CC1 | 9%

Next part
molecule | FBPA Giardia inh
CCCCCCCCCCCCCCCCOC[C@H](COP(=O)([O-])OCC[N+](C)(C)C)OC(C)=O | 1%
O=C(O)[C@@H]1Cc2[nH]cnc2C(c2cccnc2)N1 (stereo partly drawn) | ?
CCCn1c(-c2ccc(F)cc2)nc2c(NCC(C)(C)CN(C)C)nc(C)nc21 | -1%
COc1ncc2nc(CCc3ccccc3)c(=O)n(CCC#N)c2n1 | 5%
O=C(c1cnccn1)N1CCC2(CC1)CN(c1cccc(-c3ccccc3)c1)C2 | -6%
CC1CCCC(=O)CCC/C=C/c2cc(O)cc(O)c2C(=O)O1 (stereo not drawn) | 0%
COc1ccc2c(c1)C(c1ccccc1C)CC(=O)O2 (stereo not drawn) | -12%[89.2 µM]
COCCn1c(=O)c(-c2cc(F)cc(F)c2)nc2cncnc21 | 1%
C/C(CCN1CCCCc2nc(C)c(C)cc21)=N\OC[C@@H](O)[C@@H]1O[C@@H]2OC(C)(C)O[C@@H]2[C@H]1O | -2%[12.9 µM]
CCC1=C2CC[C@H]3C(=O)NC(=O)[C@H]3[C@H]2[C@@]2(Cc3ccccc3)C(=NCc3ccccc3)OC(=O)N2C1=O | 0%
COc1ccc(S(=O)(=O)N(CCO)c2ccccc2CN(C)CC=Cc2ccc(Cl)cc2)cc1 | -9%
C=C(C)[C@H]1C2C(=O)O[C@H]1[C@H]1OC(=O)[C@@]34O[C@@H]3C[C@]2(O)[C@@]14C | 10%
CC(=O)C1=C(O)C=C2Oc3c(C(C)=O)c(O)c(C)c(O)c3[C@]2(C)C1=O | 16%
O[C@H](CCCN1CCN(c2ncc(F)cn2)CC1)c1ccc(F)cc1 | -2%
CCCn1c(-c2ccc(F)cc2)nc2c(NCCN3CCCCC3)nc(C)nc21 | 2%

Next section
molecule | FBPA Giardia inh
O=c1cnc2cnc(Oc3cccc(Cl)c3)nc2n1C[C@H]1CCCO1 | 5%
C=C(C(C)=O)C(O)c1cccc(OC)c1 (stereo not drawn) | 1%
C/C(CCC(=O)OC[C@@H]1O[C@H](C#Cc2ccccc2)C=C[C@@H]1Oc1ccc(C)cc1)=N/O[C@@H](C)CN1CCCc2nc(C)c(C)cc21 | 1%[12.9 µM]
COc1ccc2c(c1)O[C@@H](c1cccc(C(F)(F)F)c1)[C@H](OC(=O)NS(=O)(=O)c1ccc(C)cc1)C2=O | 0%
CCN1C(C)=C(C(=O)OC)C(c2ccccc2)N2C(=O)[C@](O)(C(=O)OC)C(c3ccccc3)C(C(=O)c3ccccc3)=C12 (stereo partly drawn) | -1%[12.9 µM]
NC(N)=NCCC[C@H](N)C(=O)N1CCC[C@H]1C(=O)N1CCC[C@H]1C(=O)NCC(=O)N[C@@H](Cc1ccccc1)C(=O)N[C@@H](CO)C(=O)N1CCC[C@H]1C(=O)N[C@@H](Cc1ccccc1)C(=O)O | 2%
CC(C)(C)c1ccc(/C=C/C(=O)Nc2ccc3c(c2)OCCO3)cc1 | -18%
CCCCCCC1=Cc2cc(OC)c(OC)cc2C(C(C(C)=O)C(=O)OCC)O1 (stereo not drawn) | -10%[12.9 µM]
COc1ccc(C(=O)N2CCC3(CC2)CN(c2ccncc2)C3)cc1 | -2%
COC1CC(O[C@H]2/C(C)=C/CC3CC(C[C@]4(CCC(C)C(C5CCCCC5)O4)O3)OC(=O)[C@H]3C=C(C)/C(=N/O)C4OC/C(=C\C=C\[C@@H]2C)[C@@]43O)OC(C)C1O (stereo partly drawn) | 7%
C=C1CCN(C(Cc2ccccc2)C(=O)NCc2ccc(Cl)c(Cl)c2)S(=O)(=O)c2ccccc21 (stereo not drawn) | 1%
CC(=O)NCCNc1nc(-c2ccccc2CN(C)C)nc2ccccc12 | -7%
CC(C)(C)c1cc(C(=O)/C=C/c2ccc(C(=O)O)cc2)cc(C(C)(C)C)c1 | ?
CCCCC[C@H](O)/C=C/C=C\C/C=C\CCCCCCC(=O)O | -3%
Cn1cnc2c(NC3CCCC3)ncnc21 | -4%

Next structures follow:
molecule | FBPA Giardia inh
CCCCC/C=C\C/C=C\C/C=C\C/C=C\CCCC(=O)NCCCC(=O)O | 0%&4%
CCN1C[C@]2(C)CC[C@H](O)[C@@]34[C@@H]5C[C@@H]6[C@@H](OC)C[C@@](O)(C5[C@H]6O)[C@@H](C[C@@H]23)[C@@H]14 | -3%
CN(C)Cc1ccccc1-c1cncnc1Nc1ccc(F)cc1 | 0%
CCCCNc1nc(C#N)nc(Nc2ccccc2)n1 | -1%
Cc1cc(=O)cc2oc3cc(N)c(-c4c(C)cc(O)cc4O)c(C)c3nc1-2 | ?
O=C(c1ccncc1)N1CCC2(CCCN(Cc3ccccc3)C2)CC1 | -2%
C=C1CCC(O)C/C1=C/C=C1\CCC[C@@]2(C)C(C(C)/C=C/C(C)C(C)C)CC[C@@H]12 (stereo partly drawn) | 4%
COc1ccc(-c2nc3cnc(N(C)C)nc3n(C[C@H]3CCCO3)c2=O)cc1 | 1%
C[C@]1(c2ccccc2)OC(C(=O)O)=CC1=O | -1%
CC(=O)C1CCC2C3CCC4CC(O)CCC4(C)C3CC(O)C12C (stereo not drawn) | 7%
CC(C)NC(=O)N1CC2(CCN(C(=O)c3ccco3)CC2)C1 | -1%
OC1OC[C@H](O)[C@@H](O)[C@@H]1O (stereo partly drawn) | 1%
Cc1cccc(CNc2ncncc2-c2cccnc2)c1 | 5%
CN(Cc1ccco1)c1nc(-c2ccccc2C(F)(F)F)nc2ccccc12 | -7%
CCCCC1=CC2=C(OC(C)=O)C(=O)C(C)(OC(=O)CC)C(=O)C2=CO1 (stereo not drawn) | -16%

Seven neighbouring compounds from above, for reference:
molecule | FBPA Giardia inh
C[C@]1(c2ccccc2)OC(C(=O)O)=CC1=O | -1%
CC(=O)C1CCC2C3CCC4CC(O)CCC4(C)C3CC(O)C12C (stereo not drawn) | 7%
CC(C)NC(=O)N1CC2(CCN(C(=O)c3ccco3)CC2)C1 | -1%
OC1OC[C@H](O)[C@@H](O)[C@@H]1O (stereo partly drawn) | 1%
Cc1cccc(CNc2ncncc2-c2cccnc2)c1 | 5%
CN(Cc1ccco1)c1nc(-c2ccccc2C(F)(F)F)nc2ccccc12 | -7%
CCCCC1=CC2=C(OC(C)=O)C(=O)C(C)(OC(=O)CC)C(=O)C2=CO1 (stereo not drawn) | -16%

Remaining list, next part
molecule | FBPA Giardia inh
CC(=O)O[C@@H](C)C[N+](C)(C)C | -2%[21.7 µM]
CC(C)c1onc(-c2c(Cl)cccc2Cl)c1COc1ccc(/C=C/c2cccc(C(=O)O)c2)c(Cl)c1 | 13%
COCC(=O)N1CCC2(CC1)CCN(c1ncccn1)CC2 | 3%
CC/C=C\C/C=C\C/C=C\C/C=C\C/C=C\C/C=C\CCC(=O)NCC(=O)O | -2%
O=c1c(-c2ccc(Cl)cc2)nc2cnc(N3CCNCC3)nc2n1Cc1cccs1 | -1%
CCN[C@@H]1C[C@H](C)S(=O)(=O)c2sc(S(N)(=O)=O)cc21 | -6%[21.7 µM]
CC(=O)OC1C(=O)[C@]2(C)C(O)CC3OC[C@]3(OC(C)=O)C2[C@@H](OC(=O)c2ccccc2)[C@]2(O)CC(O)C(C)=C1C2(C)C (stereo partly drawn) | 0%
C[C@H](NC(c1cccc2nc(O)c(O)nc12)P(=O)(O)O)c1ccc(Br)cc1 (stereo partly drawn) | 0%
CCN1C[C@@]2(COC)C3[C@@H](OC)C4[C@@H]1[C@@]3(C1C[C@@]3(O)[C@H](OC(=O)c5ccccc5)C1[C@]4(OC(C)=O)[C@@H](O)[C@@H]3OC)[C@@H](OC)C[C@H]2O (stereo partly drawn) | 5%
COCCn1c(=O)c(-c2cn(C)c3ccccc23)nc2cnc(Oc3ccc(OC)cc3)nc21 | -16%
c1cncc(-c2cncnc2-n2ccnc2)c1 | -20%
CCNC(=O)CCC(N)C(=O)O (stereo not drawn) | -5%
O=[N+]([O-])c1ccc2c(c1)S(=O)(=O)C=C2 | -4%
COC(=O)NC(/C(C(=O)OC)=C(\C)NCc1ccccc1)c1ccc(Cl)cc1 (stereo not drawn) | -1%[12.9 µM]
COC(=O)[C@@]1(Cc2ccc(OC)cc2)[C@@H]2[C@@H](CC(=O)[C@H]2CC(=O)C(=O)N2CCCC2)CN1C(=O)c1ccccc1 | -15%

(more compounds)
molecule | FBPA Giardia inh
CO[C@@H]1/C=C\CC(=O)N2CCC[C@@H]2C(=O)OC[C@H](C)C(=O)OC[C@H]1C | 1%[12.9 µM]
COCCn1c(=O)cnc2cnc(N3CCOCC3)nc21 | 3%
COC(=O)N1CCC2(CC1)CN(c1ccncc1)C2 | 0%
COCCN(CCOC)c1nc(C)nc2c1nc(-c1ccccc1)n2CCN(C)C | -2%
Cc1cc2nc3c(=O)[nH]c(=O)nc-3n(CC(O)C(O)C(O)CO)c2cc1C (stereo not drawn) | ?
COC(C)(C)CCCC(C)C/C=C/C(C)=C/C(=O)O (stereo not drawn) | 5%

These rows are one share of the data, so the mix of outcomes need not match the whole.
